Bioassay records as filed in PubChem BioAssay.
NOD1 NF-kB reporter: NOD1 signaling inhibitors, primary screen, cell-based, luminescence, uHTS (AID 1578). NOD1-driven NF-kB luciferase reporter cells, luminescence; higher % means a stronger effect. one-dose inhibition, % at 4 µM; EC50 in µM for titrated hits. 1% of 290,000 active; in the data active = inhibition mostly above about 36%, no sharp cut-off; inactive = mostly below about 34%;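 also: HEK-293T reporter cells stimulated with the NOD1 agonist gamma-tri-DAP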
KOR beta-arrestin-1: kappa opioid receptor activators – cell-based, luminescence, uHTS, primary screen (AID 1777). KOR beta-arrestin recruitment, luminescence; higher % means a stronger effect. 0.02% of 280,000 active. one-dose activation, % at 10 µM; EC50 in µM for titrated hits; in the data active = activation above about 50%, passing the limit was not always enough; also: a part of the inactive calls stands beside numbers as strong as those of hits
Myeloid diff MLP: myeloid differentiation induction. calls only at 10 µM. ER-HoxA9 myeloid progenitors, lysozyme-GFP differentiation, flow cytometry. AID 624256. 1% of 360,000 active;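 active = normalized GFP-positive differentiation at or above the plate's own cutoff, the solvent-only control mean plus 3 SD; inconclusive = no clear call, values can overlap the other calls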;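 also: cells exposed to compound for four days before flow analysis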
KOR beta-arrestin-2: kappa opioid receptor blockers – cell-based, luminescence, uHTS (AID 1778); inhibition, % at 10 µM; hits with a dose series show IC50 in µM; 0.091% of 290,000 active; KOR beta-arrestin recruitment, luminescence, antagonist mode; higher % means a stronger effect; also: strong numbers were not always called active
NOD2 inhibition: inhibition of NOD2-driven NF-kB reporter – cell-based, luminescence, uHTS, HEK293 (AID 1566); HEK293 NOD2/NF-kB luciferase reporter, luminescence; higher % means a stronger effect; inhibition, % at 4 µM, or EC50 in µM where a hit was titrated; 0.63% of 290,000 active; also: many of its hits are not listed in these tables
GPR55 antagonists: inhibition of LPI-stimulated GPR55 beta-arrestin translocation – imaging, U2OS, beta-arrestin-GFP, LPI agonist, primary screen (AID 2013). one-dose inhibition, % at 10 µM; IC50 in µM for titrated hits. U2OS GPR55 beta-arrestin-GFP translocation imaging, LPI antagonism; higher % means a stronger effect. 0.13% of 290,000 active;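 active = spots per cell inhibited over 60%, with over 100 cells counted and total cytoplasm intensity under 500,000; inconclusive = wells with under 100 cells, flagged as likely toxic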;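 also: U2OS cells stably carrying GPR55 and arrestin-GFP stimulated by 5 µM LPI near EC80; imaged beta-arrestin-GFP aggregate spots per cell after agonist stimulation; plate controls were LPI-stimulated DMSO wells for no effect and DMSO wells without LPI for full effect; some results filed as inactive read as strong as hits; confirmed hits need IC50 under 10 µM and bright autofluorescent wells are also inconclusive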
HIV peptide binding: cell-free HIV fusion peptide-binding blockers – biochemical, uHTS, fluorescence dequenching, primary screen (AID 1986) | inhibition, % at 20 µM, or IC50 in µM where a hit was titrated | 0.3% of 290,000 active | cell-free peptide binding, fluorescence dequenching, 30 min; higher % means a stronger effect; in the data active = inhibition mostly above about 52%, no sharp cut-off; inactive = mostly below about 76%; also: some results filed as inactive read as strong as hits
GPR55 activation: selective activators of receptor GPR55 – imaging, U2OS cells, beta-arrestin-GFP redistribution, primary screen (AID 1961); 0.048% of 290,000 active; U2OS GPR55 beta-arrestin-GFP redistribution imaging; higher % means a stronger effect; one-dose activation, % at 10 µM; EC50 in µM for titrated hits;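 active = activation above 40% with more than 50 cells counted in the well; inconclusive = wells holding fewer than 50 cells, flagged as toxic or sparse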;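 also: U2OS osteosarcoma cells stably expressing GPR55 and beta-arrestin-GFP; plate controls were DMSO negative control for no effect and LPI positive control for full effect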
GPR35 arrestin U2OS: GPR35 antagonists blocking zaprinast-driven arrestin recruitment, primary screen, imaging, U2OS, beta-arrestin-GFP, zaprinast agonist (AID 2058); U2OS GPR35 beta-arrestin-GFP translocation imaging, zaprinast antagonism; higher % means a stronger effect; inhibition, % at 10 µM, or IC50 in µM where a hit was titrated; 0.052% of 290,000 active;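 active = inhibition of at least 50% with at least 30 cells and total cytoplasm GFP at most 10,000,000; inconclusive = under 30 cells or total GFP of 10,000,000 plus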
Myeloid diff MLP GFP+ MAC1+ %: also measured in Myeloid diff MLP; calls as there; GFP+ MAC1+ double positive, %; measured here: differentiation confirmed by MAC1 staining
The depositor's hits bear a star; [ ] = another dose, or the depositor's remark. Rule as the data show it, unless noted: active = inhibition above about 50%; inactive = the rest. Only part of the results is shown; rates above refer to the full screens.

For O=C1C2C3C=CC(C4CC34)C2C(=O)N1c1ccc2c(c1)OCO2 (centres undefined) the results were NOD1 NF-kB reporter -28%, KOR beta-arrestin-1 -0.4%, Myeloid diff MLP inactive, KOR beta-arrestin-2 -13%, NOD2 inhibition -3%, GPR55 antagonists 0%, HIV peptide binding 1.6%, GPR55 activation -0.3%, GPR35 arrestin U2OS -3% and Myeloid diff MLP GFP+ MAC1+ % 0.6.
Cc1nc(SCC(=O)NC2CCCCC2)[nH]c(=O)c1C was read as NOD1 NF-kB reporter -12%, KOR beta-arrestin-1 -4.1%, Myeloid diff MLP inactive, KOR beta-arrestin-2 22%, NOD2 inhibition -13%, GPR55 antagonists 0%, HIV peptide binding -1.0%, GPR55 activation 0.0%, GPR35 arrestin U2OS -8% and Myeloid diff MLP GFP+ MAC1+ % 0.5.
O=C(CN(Cc1cccs1)C(=O)CNS(=O)(=O)c1ccccc1)NC1CCCC1 was read as NOD1 NF-kB reporter -16%, KOR beta-arrestin-1 -14%, Myeloid diff MLP inactive, KOR beta-arrestin-2 2%[20 µM], NOD2 inhibition 9%, GPR55 antagonists 10%, HIV peptide binding -1.6%, GPR55 activation -0.1%, GPR35 arrestin U2OS 3% and Myeloid diff MLP GFP+ MAC1+ % 0.1.
For Cc1ccc(N(CC(=O)NCC2CCCO2)S(C)(=O)=O)cc1Cl (centres undefined) the results were NOD1 NF-kB reporter -8%, KOR beta-arrestin-1 -2.1%, Myeloid diff MLP inactive, KOR beta-arrestin-2 -21%, NOD2 inhibition 15%, GPR55 antagonists 1%, HIV peptide binding 1.3%, GPR55 activation 0.1%, GPR35 arrestin U2OS 3% and Myeloid diff MLP GFP+ MAC1+ % 1.0.
For Cc1ccc(CNC(=O)Nc2ccc(F)cc2F)n1C the results were NOD1 NF-kB reporter -4%, KOR beta-arrestin-1 -3.5%, Myeloid diff MLP inactive, KOR beta-arrestin-2 16%, NOD2 inhibition 10%, GPR55 antagonists -5%, HIV peptide binding -1.2%, GPR55 activation 0.6%, GPR35 arrestin U2OS -5% and Myeloid diff MLP GFP+ MAC1+ % 0.4.
CCc1nc(C)ccc1OCC(=O)N(CC)CC was read as NOD1 NF-kB reporter -21%, KOR beta-arrestin-1 -4.7%, Myeloid diff MLP inactive, KOR beta-arrestin-2 20%, NOD2 inhibition -5%, GPR55 antagonists 21%, HIV peptide binding -1.6%, GPR55 activation 0.0%, GPR35 arrestin U2OS 7% and Myeloid diff MLP GFP+ MAC1+ % 2.1.
Screening CC(OC(=O)c1ccc(S(=O)(=O)N2CCCCC2)cc1)C(=O)NC1CCCCC1C (centres undefined) returned NOD1 NF-kB reporter -18%, KOR beta-arrestin-1 6.4%, Myeloid diff MLP inactive, KOR beta-arrestin-2 12%, NOD2 inhibition 4%, GPR55 antagonists 8%, HIV peptide binding 7.4%, GPR55 activation 0.0%, GPR35 arrestin U2OS -7% and Myeloid diff MLP GFP+ MAC1+ % 0.4.
CSc1cc(-c2ccccc2)n(Cc2ccc(Cl)cc2Cl)c(=O)c1C#N was read as NOD1 NF-kB reporter -14%, KOR beta-arrestin-1 -8.5%, Myeloid diff MLP inactive, KOR beta-arrestin-2 9%, NOD2 inhibition 18%, GPR55 antagonists 14%, HIV peptide binding 0.7%, GPR55 activation -0.1%, GPR35 arrestin U2OS -1% and Myeloid diff MLP GFP+ MAC1+ % 0.6.
CCOc1ccc(N2CC(C(=O)Nc3ccc(N4CCOCC4)cc3)CC2=O)cc1 (centres undefined) was read as NOD1 NF-kB reporter -27%, KOR beta-arrestin-1 0.2%, Myeloid diff MLP inactive, KOR beta-arrestin-2 -18%, NOD2 inhibition 19%, GPR55 antagonists 8%, HIV peptide binding -1.2%, GPR55 activation -0.2%, GPR35 arrestin U2OS 6% and Myeloid diff MLP GFP+ MAC1+ % 3.2.
Screening COc1cccc(NC(=O)Cn2c(CCC(=O)O)ccc2-c2ccc(Cl)cc2)c1 returned NOD1 NF-kB reporter -20%, KOR beta-arrestin-1 -1.5%, Myeloid diff MLP inactive, KOR beta-arrestin-2 -28%[20 µM], NOD2 inhibition 6%, GPR55 antagonists 3%, HIV peptide binding 15%, GPR55 activation -0.2%, GPR35 arrestin U2OS 1% and Myeloid diff MLP GFP+ MAC1+ % 0.2.

Compounds listed so far that have an aryl thioether with sulfur outside any ring:
Cc1nc(SCC(=O)NC2CCCCC2)[nH]c(=O)c1C was read as NOD1 NF-kB reporter -12%, KOR beta-arrestin-1 -4.1%, Myeloid diff MLP inactive, KOR beta-arrestin-2 22%, NOD2 inhibition -13%, GPR55 antagonists 0%, HIV peptide binding -1.0%, GPR55 activation 0.0%, GPR35 arrestin U2OS -8% and Myeloid diff MLP GFP+ MAC1+ % 0.5.
CSc1cc(-c2ccccc2)n(Cc2ccc(Cl)cc2Cl)c(=O)c1C#N was read as NOD1 NF-kB reporter -14%, KOR beta-arrestin-1 -8.5%, Myeloid diff MLP inactive, KOR beta-arrestin-2 9%, NOD2 inhibition 18%, GPR55 antagonists 14%, HIV peptide binding 0.7%, GPR55 activation -0.1%, GPR35 arrestin U2OS -1% and Myeloid diff MLP GFP+ MAC1+ % 0.6.

Other records:
Screening Cc1nnc(SCc2cccs2)[nH]c1=O returned NOD1 NF-kB reporter -29%, KOR beta-arrestin-1 0.3%, Myeloid diff MLP inactive, KOR beta-arrestin-2 10%, NOD2 inhibition 13%, GPR55 antagonists 10%, HIV peptide binding -3.2%, GPR55 activation -0.2%, GPR35 arrestin U2OS -4% and Myeloid diff MLP GFP+ MAC1+ % 1.0.
For CCOC(=O)C1CCN(c2nc3cc(OC)ccc3cc2C#N)CC1 the results were NOD1 NF-kB reporter -40%, KOR beta-arrestin-1 0.5%, Myeloid diff MLP inactive, KOR beta-arrestin-2 1%, NOD2 inhibition 0%, GPR55 antagonists 5%, HIV peptide binding 0.9%, GPR55 activation -0.1%, GPR35 arrestin U2OS -7% and Myeloid diff MLP GFP+ MAC1+ % 0.5.
For COc1ccc(CC(=O)N2CCN(c3ccc(C4=NNC(=O)CC4C)cc3)CC2)cc1 (centres undefined) the results were NOD1 NF-kB reporter 16%, KOR beta-arrestin-1 0.4%, Myeloid diff MLP inactive, KOR beta-arrestin-2 8%, NOD2 inhibition 11%, GPR55 antagonists 4%, HIV peptide binding -1.7%, GPR55 activation -0.1%, GPR35 arrestin U2OS 8% and Myeloid diff MLP GFP+ MAC1+ % 1.3.
CCc1ccc(S(=O)(=O)Nc2ccncc2)cc1 was read as NOD1 NF-kB reporter -4%, KOR beta-arrestin-1 -2.2%, Myeloid diff MLP inactive, KOR beta-arrestin-2 -14%[20 µM], NOD2 inhibition 5%, GPR55 antagonists 10%, HIV peptide binding -0.3%, GPR55 activation -0.1%, GPR35 arrestin U2OS 2% and Myeloid diff MLP GFP+ MAC1+ % 0.7.
Cn1c2c(c(=O)n(C)c1=O)C(c1cc3c(cc1Br)OCO3)CC(=O)N2 (centres undefined) was read as NOD1 NF-kB reporter -18%, KOR beta-arrestin-1 -3.4%, Myeloid diff MLP inactive, KOR beta-arrestin-2 -8%, NOD2 inhibition -12%, GPR55 antagonists -2%, HIV peptide binding -1.4%, GPR55 activation 0.8%, GPR35 arrestin U2OS -8% and Myeloid diff MLP GFP+ MAC1+ % 1.0.
For COc1ccc(S(=O)(=O)NN=C2CCCC2)cc1 the results were NOD1 NF-kB reporter 7%, KOR beta-arrestin-1 10%, Myeloid diff MLP inactive, KOR beta-arrestin-2 -13%, NOD2 inhibition 16%, GPR55 antagonists 20%, HIV peptide binding -3.4%, GPR55 activation -0.1%, GPR35 arrestin U2OS -3% and Myeloid diff MLP GFP+ MAC1+ % 0.7.
Cc1ccc(C(=O)NC(NCc2ccco2)C(Cl)(Cl)Cl)cc1 (centres undefined) was read as NOD1 NF-kB reporter -6%, KOR beta-arrestin-1 2.9%, Myeloid diff MLP inactive, KOR beta-arrestin-2 34%, NOD2 inhibition -17%, GPR55 antagonists 9%, HIV peptide binding 0.8%, GPR55 activation 0.2%, GPR35 arrestin U2OS 3% and Myeloid diff MLP GFP+ MAC1+ % 0.6.
`Cc1cc(=O)n2nc(N3CCCC(C(=O)N4CCN(c5ccccc5)CC4)C3)sc2n1` (centres undefined) gave NOD1 NF-kB reporter -10%, KOR beta-arrestin-1 2.5%, Myeloid diff MLP inactive, KOR beta-arrestin-2 8%, NOD2 inhibition 0%, GPR55 antagonists -9%, HIV peptide binding -2.6%, GPR55 activation 0.5%, GPR35 arrestin U2OS -12% and Myeloid diff MLP GFP+ MAC1+ % 0.8.
Screening CCCN(CCC)CCNc1c(N2CCN(C(=O)OCC)CC2)c(=O)c1=O returned NOD1 NF-kB reporter -16%, KOR beta-arrestin-1 -6.6%, Myeloid diff MLP inactive, KOR beta-arrestin-2 13%, NOD2 inhibition 8%, GPR55 antagonists 2%, HIV peptide binding 2.4%, GPR55 activation 0.3%, GPR35 arrestin U2OS -4% and Myeloid diff MLP GFP+ MAC1+ % 6.4.
`Cc1cccc(NC2=NC(=S)N(c3cccc(C(=O)O)c3)C23CCCCC3)c1` gave NOD1 NF-kB reporter -44%, KOR beta-arrestin-1 -3.4%, Myeloid diff MLP inactive, KOR beta-arrestin-2 -3%[20 µM], NOD2 inhibition -20%, GPR55 antagonists -5%, HIV peptide binding 0.1%, GPR55 activation 0.2%, GPR35 arrestin U2OS -2% and Myeloid diff MLP GFP+ MAC1+ % 0.0.
Cc1cc(C)nc(N2CCC(C(=O)Nc3ccc(Oc4ccccc4)cc3)CC2)n1 was read as NOD1 NF-kB reporter -23%, KOR beta-arrestin-1 -4.3%, Myeloid diff MLP inactive, KOR beta-arrestin-2 33%, NOD2 inhibition 9%, GPR55 antagonists 7%, HIV peptide binding -1.0%, GPR55 activation -0.2%, GPR35 arrestin U2OS 9% and Myeloid diff MLP GFP+ MAC1+ % 5.7.
CC(=O)N1c2ccc(S(=O)(=O)N3CCCCC3)cc2CC1C(=O)NCc1cccc(Cl)c1 (centres undefined) was read as NOD1 NF-kB reporter -4%, KOR beta-arrestin-1 1.2%, Myeloid diff MLP inconclusive, KOR beta-arrestin-2 3%, NOD2 inhibition 11%, GPR55 antagonists -7%, HIV peptide binding -2.0%, GPR55 activation 0.3% and GPR35 arrestin U2OS -18%.
